LMNA splice mod: changes lamin A minigene splicing in HeLa cells; HeLa LMNA splicing GFP/RFP minigene ratio, 48 h; Potency, µM (highest dose often 46.1 µM), inactives show at the highest dose ratio change, negative = inhibition, actives largely listed as inhibitors; actives 0.01% (n = 200,000); active = well fitted inhibition curve with a large enough effect in the signal ratio, with a control signal flat, not every such curve was filed as active; inconclusive = small, poorly fitted or top-dose-only effect, or effect the other way, or a change in a side signal; the % refers to the signal ratio; also: potency is read from the fitted curve at half-maximal effect; % is scaled to controls: 0 for no effect and ±100 for the full control effect
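S3 HeLa stable clones carrying a lamin A-EGFP splicing minigene plus DsRed2 were seeded at 600 cells/well in Opti-MEM with 2% FBS, pin-dosed and incubated 48 h at 37°C. Acumen cytometry (488 nm) gave the GFP/RFP total-intensity ratio.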
aGlu spleen mod: inhibitors or activators of human alpha-glucosidase in spleen homogenate; P10253; human spleen homogenate, 4-MU-alpha-glucoside fluorescence; Potency, µM (series often up to 79.9 µM), without a hit: at the highest dose activity change, negative = inhibition, actives largely listed as inhibitors; actives 0.006% (n = 240,000);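 also: potency is read from the fitted curve at half-maximal effect; 0% = enzyme with vehicle and -100% = no enzyme basal signal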
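Human spleen homogenate (1 ug) incubated with compounds and 1 mM 4-methylumbelliferyl-alpha-D-glucopyranoside in pH 5.0 citrate/phosphate buffer, 37 C, 40 min. Stopped at pH 10; 4-MU fluorescence (Ex 365/Em 440 nm); AC50 by Hill fit.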
GAA inhib: alpha-glucosidase (human) inhibition | purified human GAA, 4-MU-alpha-glucoside fluorescence | P10253 | actives 0.005% (n = 200,000) | AID 1466 | Potency, µM (doses to about 76.9 µM), for inactives: top-dose activity change, negative = inhibition, most hits filed as inhibitors;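 also: potency is read from the fitted curve at half-maximal effect; plate controls were uninhibited enzyme wells for no effect and no-enzyme background for full effect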
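qHTS format, compound range up to 77 uM. Human lysosomal enzyme at 4 nM, 400 uM 4-MU glucoside substrate, pH 5.0, 20 min room temperature; fluorescence after alkaline stop gives activity normalized to controls.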
HttQ103 aggreg: mutant huntingtin aggregation inhibition; Potency, µM (highest dose often 46.1 µM), inactives show at the highest dose activity change, negative = inhibition, hits mostly inhibitors; actives 1.1% (n = 220,000); PC12 HttQ103-GFP aggregates, Acumen cytometry, 40 h; also: potency is read from the fitted curve at half-maximal effect; % is scaled to controls: 0 for no effect and ±100 for the full control effect; nearly all actives have a fitted effect of over 60% in size
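Ecdysone-promoter PC12 model expressing HTT exon 1 Q103 fused to GFP, induced by tebufenozide at 100 nM final. Compounds titrated; aggregates sized 1–25 µm scored on a 488 nm laser cytometer.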
GAA glycogen mod: inhibitors or activators of human alpha-glucosidase glycogen cleavage. recombinant GAA, glycogen substrate, Amplex Red glucose oxidase fluorescence. actives 0.38% (n = 300,000). AID 2100. Potency, µM (highest dose often 76.4 µM), for the others: at the highest dose activity change, negative = inhibition, most hits filed as inhibitors. P10253;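 also: potency is read from the fitted curve at half-maximal effect; 0% = full enzyme reaction and -100% = no-enzyme basal signal; the screen sought inhibitors and activators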
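Recombinant human alpha-glucosidase (4 nM final) hydrolysed bovine liver glycogen (30 ug) for 40 min at 37 C in pH 5.0 citrate/phosphate with 0.01% Tween-20. Released glucose detected by glucose oxidase/Amplex Red, Ex 573/Em 610 nm. Compounds up to 77 uM; AC50 from Hill fits.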
CBFb RUNX1 block: inhibitors of human CBF-beta and RUNX1 interaction; Q01196+Q13951; AlphaScreen CBFb-His/RUNX1-biotin binding, biochemical; Potency, µM (highest dose often 59.8 µM), for inactives: top-dose activity, negative = inhibition, hits mostly inhibitors; 230,000 tested, under 10 active; AID 1477; also: % of control where 0% means no effect
Target sequence (Q01196 whole entry, looked up): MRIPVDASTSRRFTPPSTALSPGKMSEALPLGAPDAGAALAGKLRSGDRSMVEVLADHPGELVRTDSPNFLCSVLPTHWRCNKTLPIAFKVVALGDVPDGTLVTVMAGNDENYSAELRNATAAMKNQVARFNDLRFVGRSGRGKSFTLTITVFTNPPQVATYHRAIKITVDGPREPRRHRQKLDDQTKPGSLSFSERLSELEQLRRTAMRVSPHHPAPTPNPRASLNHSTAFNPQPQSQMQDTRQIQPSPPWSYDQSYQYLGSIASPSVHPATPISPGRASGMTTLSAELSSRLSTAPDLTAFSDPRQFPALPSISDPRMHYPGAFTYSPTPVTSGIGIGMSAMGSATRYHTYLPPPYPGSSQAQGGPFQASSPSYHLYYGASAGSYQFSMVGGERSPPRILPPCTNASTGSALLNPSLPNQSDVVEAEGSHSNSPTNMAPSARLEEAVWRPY
Target sequence (Q13951 whole entry, looked up): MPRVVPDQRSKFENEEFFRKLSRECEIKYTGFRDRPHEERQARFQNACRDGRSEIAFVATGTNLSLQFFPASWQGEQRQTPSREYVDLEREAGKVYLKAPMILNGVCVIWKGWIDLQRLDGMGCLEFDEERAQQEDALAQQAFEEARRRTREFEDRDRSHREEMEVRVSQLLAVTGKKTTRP
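CBFb-His/RUNX1-biotin, 30 nM each, preincubated 20 min RT; compound 15 min RT; Ni + streptavidin beads 50 ng each, 90 min RT; AlphaScreen read.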
HTT cytoprotect: protects HTT-Q103 PC12 cells, measured by ATP. PC12 HTT-Q103 induced, cytoprotection, ATP luminescence, 40 h. Potency, µM (doses to about 56.4 µM), inactives show cytoprotection (ATP increase), hits mostly activators. actives 0.14% (n = 230,000). AID 1471;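 also: potency is read from the fitted curve at half-maximal effect; % of control where 0% means no effect; nearly all actives have a fitted effect of over 45% in size; toxic huntingtin expression switched on by the ecdysone agonist tebufenozide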
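Huntington model: PC12 line, ecdysone-inducible HTTQ103 exon1–GFP, tebufenozide 100 nM. Test articles in a dose series. Endpoint luminescence from cellular ATP.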
Numbers without * were called inactive; ? = inconclusive; nt = no result given; [ ] = dose if it differs, or a comment. Unless noted, calls follow the shape of the dose curve; as a rule, active = well fitted curve in the direction sought with a large enough effect; inconclusive = small, poorly fitted or top-dose-only effect, or another doubt; inactive = no such curve, though single readings can be large; an effect the other way counts as inactive or inconclusive.

The first two records (preview)
Every second line gives: GAA inhib	HttQ103 aggreg	CBFb RUNX1 block	aGlu spleen mod	LMNA splice mod	GAA glycogen mod	HTT cytoprotect
1	CN1CCN(C(=S)C(=O)NCc2ccccc2)CC1
  7%	11%	4%	-1%	nt	-12%	7%
2	CN(C)S(=O)(=O)N(CC(=O)N1CCOCC1)c1ccccc1
  -9%	-2%	2%	5%	0%	11%	-25%

Main list (from the top)
Every second line gives: GAA inhib	HttQ103 aggreg	CBFb RUNX1 block	aGlu spleen mod	LMNA splice mod	GAA glycogen mod	HTT cytoprotect
1	CN1CCN(C(=S)C(=O)NCc2ccccc2)CC1
  7%	11%	4%	-1%	nt	-12%	7%
2	CN(C)S(=O)(=O)N(CC(=O)N1CCOCC1)c1ccccc1
  -9%	-2%	2%	5%	0%	11%	-25%
3	CCOC(=O)c1c(C)[nH]c(C)c1C(=O)COC(=O)c1nc2nccc(C)n2n1
  -2%	-11%	2%	7%	8%[46 µM]	8%	-28%
4	O=C(COc1ccccc1Cl)NCCCN1CCOCC1
  -3%	-8%	14%	4%	-4%	3%	-2%[10 µM]
5	CCOC(=O)N1CCN(c2cc3nccnc3cc2F)CC1
  -7%	?	5%	0%	10%	3%	-20%
6	CCOc1ccc(C2=NNC(c3cccs3)=Nc3ccc(OC)cc32)cc1
  -1%	-12%	20%	-2%	?	-9%	?
7	Cc1cc(C(=O)NNS(=O)(=O)c2ccccc2C(F)(F)F)nn1C(C)(C)C
  2%	18%[9.22 µM]	7%	-7%	2%[46 µM]	-13%	16%[10 µM]
8	CCOc1ccc(C)cc1S(=O)(=O)n1ccc(C)n1
  -3%	-1%	4%	-2%	7%	-16%	-1%[0.074 µM]
9	O=C(CCc1ccccc1)NNC(=O)c1cccc(F)c1
  -4%	0%	-24%	nt	nt	3%	?
10	COc1ccc(/C=N/NC(=S)Nc2cc(S(=O)(=O)N3CCOCC3)ccc2N2CCOCC2)cc1O
  ?	16%	-12%	-9%	?	-8%	nt
11	CCOc1ccc2nc(NS(=O)(=O)Cc3ccccc3)sc2c1
  -3%	4%[9.22 µM]	0%	-6%	?	-1%	-96%[inhibitor]
12	COc1ccc(Nc2nc3c([nH]2)c(=O)[nH]c(=O)n3C)cc1
  -2%	0%	0%	-4%	-24%[46 µM]	10µM*	14%[10 µM]
13	CC(C)(C)OC(=O)NCCCCC1=CC2=CC(=O)C(C)(OC(=O)c3cccs3)C(=O)C2=CO1 (centres undefined)
  nt	nt	-10%	3%	nt	nt	-21%
14	CCn1c2ccc(Cl)cc2c2nc3ccccc3nc21
  -8%	6%	?	-2%	24%	-20%	-11%
15	COC(=O)c1cc2occc2n1CC(=O)Nc1ccc(OC)c(OC)c1OC
  -6%	3%	-4%	-10%	10%	1%	-17%
16	Cc1ccc(S(=O)(=O)c2c(C)cc(C)nc2Cl)cc1
  -1%	-17%	-2%	-4%	-7%	1%	21%[10 µM]
17	CC(C)C[C@H](N)c1nnc(S(=O)(=O)Cc2ccc(F)cc2)o1
  -7%	?	3%	-2%	?	-8%	-157%[inhibitor]
18	Cc1c2cnn(-c3ccccc3)c(=O)c2c(C)n1CCCC(=O)N1CCN(C2CCCCC2)CC1
  nt	-17%[9.22 µM]	4%	-6%	nt	-1%	18%[10 µM]
19	CN1C(=O)/C(=C\c2cc(Br)cs2)c2ccccc21
  -2%	2%	?	6%	nt	-17%	nt
20	CC(C)=CCc1c(O)cc2oc(C)cc(=O)c2c1O
  nt	nt	14%	-1%	nt	nt	-163%[inhibitor]

Later entries
Every second line gives: GAA inhib	HttQ103 aggreg	CBFb RUNX1 block	aGlu spleen mod	LMNA splice mod	GAA glycogen mod	HTT cytoprotect
21	O=C(NCCc1ccccc1)c1cc2sccc2n1Cc1ccccc1
  1%	-1%	3%	-1%	11%	-10%	0%
22	CCc1ccc(OCC(=O)N/N=C/c2ccc(OS(=O)(=O)c3ccc(C)cc3)c(OC)c2)cc1
  -8%	14%	-2%	-3%	?	-15%	17%[1.9 µM]
23	O=C(COc1ccccc1)N/N=C/c1ccc(O[C@@H]2O[C@H](CO)[C@@H](O)[C@H](O)[C@H]2O)cc1
  -2%	13%	-10%	-3%	-2%	8%	-23%[10 µM]
24	CCc1c(C)sc(NC(=O)OC)c1C(=O)N1CCCCC1
  -1%	24%	-4%	-2%	-7%	-13%	4%[0.074 µM]
25	Cc1cccc(NC(=O)C2c3ccccc3Oc3ccccc32)n1
  -2%	-10%[9.22 µM]	11%	2%	?	-12%	-16%[10 µM]
26	Cc1ccc2[nH]c(CN3CCC(CO)(CC4CCCCO4)CC3)c(C)c2c1 (centres undefined)
  -9%	?	9%	0%	nt	11%	-29%
27	Cc1ccc(NC(=O)CC2SC(=NCC3CCCO3)NC2=O)cc1Cl (centres undefined)
  1%	2%	4%	1%	?	13%	1%[10 µM]
28	NC(=O)CN1CCOCCOCCN(CC(N)=O)CCOCCOCC1
  -3%	-3%	-5%	-7%	-4%	-5%	9%[10 µM]
29	NCCc1ccn[nH]1
  nt	9%[20.6 µM]	5%[21.7 µM]	11%[29.1 µM]	?	nt	-12%[40.3 µM]
30	CCC(C)N(C(=O)COC(=O)c1cn(CC)c2nc(C)ccc2c1=O)C1CCS(=O)(=O)C1 (centres undefined)
  -21%	-3%	-3%	-6%	-10%	-9%	1%
31	CC1(C)OC(c2ccccc2)=C/C(=C\C=N\NC(=O)c2ccncc2)O1
  nt	-6%[9.22 µM]	?	-12%	nt	6%	24%[10 µM]
32	CC(OC(=O)CNS(=O)(=O)/C=C/c1ccccc1)C(=O)Nc1ccc(S(=O)(=O)N2CCCC2)cc1 (centres undefined)
  -14%	-12%	-8%	-3%	-10%	6%	16%[10 µM]
33	O=C(NCc1cc(C(F)(F)F)cc(C(F)(F)F)c1)C1CC(c2cccc([N+](=O)[O-])c2)=NO1 (centres undefined)
  -21%	1%	0%	2%	13%	-11%	-8%[10 µM]
34	Cc1ccccc1N=Nc1ccc(O)c2ncccc12
  -4%	2.5µM*	-6%	4%	?	4%	-50%[inhibitor][10 µM]
35	O=C(Nc1ncn[nH]1)c1cccc(S(=O)(=O)N2CCOCC2)c1
  -15%	9%[9.22 µM]	-8%	-1%	-6%[9.22 µM]	-6%	7%
36	Cc1cc(C)n(C(=O)c2cccc(S(=O)(=O)N3CCOCC3)c2)n1
  2%	2%	6%	0%	-2%	3%	28%[10 µM]
37	c1ccc(-c2nnc3n2N=C(c2ccc4c(c2)OCO4)CS3)nc1
  -5%	19%	?	1%	-6%	0%	4%
38	CC(C)N(C(=O)Cn1c(SCC(=O)NCc2ccc3c(c2)OCO3)nc2ccccc21)C(C)C
  2%	12%	-1%	4%	-8%	2%	-7%[10 µM]
39	Cc1ccc(NC(=O)c2sccc2C)cc1[N+](=O)[O-]
  -27%	9%	-4%	-1%	0%	-4%	nt
40	CCOC(=O)C(O)(NC(=O)c1cccnc1)C(F)(F)F (centres undefined)
  ?	-4%	5%	-7%	0%	-6%	-13%[0.074 µM]

(continued)
Every second line gives: GAA inhib	HttQ103 aggreg	CBFb RUNX1 block	aGlu spleen mod	LMNA splice mod	GAA glycogen mod	HTT cytoprotect
41	CCCN1C(=O)c2ccc(C(=O)NC3=NCCS3)cc2C1=O
  -8%	-12%	7%	-3%	-5%	-9%	-37%[10 µM]
42	CCOC(=O)c1[nH]c(C)c(C(=O)N2CCOCC2)c1C
  -7%	8%	1%	4%	2%	-11%	-8%
43	O=C(CCNS(=O)(=O)c1cccs1)NCc1cccs1
  3%	-12%	0%	-6%	8%	0%	-7%
44	OCCNc1cc(-n2nc(-c3ccccc3)cc2-c2ccccc2)ncn1
  -13%	-12%	-2%	1%	0%	-9%	-28%
45	O=C(NCCCn1ccnc1)c1cccc(S(=O)(=O)Nc2ccccc2F)c1
  ?	-8%	6%	-2%	-1%	-5%	-2%[10 µM]
46	CCOc1ccc(-c2ccc(SCC(=O)N3CCN(c4ccccc4)CC3)nn2)cc1
  2%	13%	3%	4%	-2%	10%	-8%[10 µM]
47	O=C1OCC/C1=C\c1ccc2c(c1)OCO2
  0%	9%[9.22 µM]	6%	1%	nt	10%	-1%[10 µM]
48	O=C1OC(/C(=C\Nc2ccccc2)[N+](=O)[O-])c2ccccc21 (centres undefined)
  nt	2%[9.22 µM]	11%	-1%	nt	-3%	1%[10 µM]
49	Cc1[nH]c(=O)[nH]c(=O)c1S(=O)(=O)N1CCCC1
  6%	0%	6%	-12%	2%[0.0737 µM]	6%	-10%
50	Cc1nnc(NC(=O)CSc2nc3c(c(=O)n2C)SC(C)C3)s1 (centres undefined)
  7%	5%	2%	-1%	-8%	-2%	-5%
51	CC(NC(=O)C(C)(C)C)c1nc2ccccc2n1C (centres undefined)
  -6%	20%	6%	-16%	7%	2%	6%[1.9 µM]
52	O=C(NC(=S)N1CCCc2ccccc21)c1ccccc1
  9%	-26%	-10%	-10%	16%[0.0737 µM]	-9%	29%
53	COc1cccc(C2(O)CCN(C(=O)Cc3cccnc3)CC2)c1
  6%	-1%	0%	-12%	-1%	3%	3%
54	COCC(C)NC(C(=O)Nc1ccc(Cl)c([N+](=O)[O-])c1)c1ccccc1 (centres undefined)
  -6%	-9%	-5%	-8%	-8%	11%	34%[1.9 µM]
55	Cc1cc(C)c2c(C)nn(-c3ccccc3)c2n1
  1%	6%[9.22 µM]	4%	5%	6%	5%	5%
56	O=C(C1=C[C@@H](C2CC2)C[C@@H](OCc2ccc(CO)cc2)O1)N1CCN(Cc2ccccc2)CC1
  nt	-2%[9.22 µM]	0%	6%	nt	-8%	10%[10 µM]
57	Cc1ccccc1NC(=O)c1ccc(NC(=O)c2ccco2)cc1
  0%	3%	3%	-1%	-16%	3%	-17%
58	CCCC(=O)Nc1cc(C(=O)O)ccc1S(=O)(=O)c1ccc(C)cc1
  -8%	9%	10%	4%	-5%	4%	nt
59	CCC(C)NC(=O)CCc1nc2ccccc2n1-c1ccccc1 (centres undefined)
  7%	0%	5%	6%	-9%	-7%	21%[10 µM]
60	Oc1c(Br)cc(Br)c2cccnc12
  nt	?	5%	-6%	nt	nt	-59%[inhibitor]
61	CC1(C)CN=C(N(Cc2ccccc2)C(=O)Nc2ccccc2)S1
  ?	-5%	1%	1%	3%	-1%	nt
62	O=[N+]([O-])c1cccc(-c2ccn[nH]2)c1
  -5%	2%[9.22 µM]	18%	-4%	2%[46 µM]	7%	21%[10 µM]
63	Cc1nn(-c2ccccc2)c2sc(C(=O)N3CCc4ccccc4C3)cc12
  -36%	?	8%	-10%	?	1%	-5%[10 µM]
